# PTHR1 ag: activates the human parathyroid hormone receptor PTHR1. hit rate 0.075% among 410,000. Potency, µM (series often up to 115 µM), without a hit: top-dose activation, most hits filed as activators. AID 743266. Q03431. HEK293 GP2 PTHR1 cells, GloSensor cAMP luminescence, 1 h; further: potency means the concentration at half of the fitted maximal effect; nearly all actives have a fitted effect of over 55% in size; some results filed as inactive show a strong effect at the top dose; inactives centre near -15; many of its hits are not listed in these tables
#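 HEK-293-derived GP2 cells expressing PTHR1 and a GloSensor cAMP reporter, 3,000/well, plated overnight, given luciferin plus IBMX (each 0.5 mM as added) for 1 h at 37 °C, then compound for 1 h at 37 °C. Luminescence was read after 15 min at room temperature.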
# EPAC1 antag: EPAC1 (human) antagonism | Potency, µM (series often up to 115 µM), inactives show at the highest dose activity change, negative = inhibition, actives largely listed as inhibitors | EPAC1 GEF assay, Rap1b-BODIPY-GDP exchange fluorescence | hit rate 0.14% among 360,000 | AID 720709;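 further: potency means the concentration at half of the fitted maximal effect; plate controls were vehicle for no effect and positive control for full effect; nearly all actives have a fitted effect of over 50% in size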
# IL-2 act: activates IL-2 in a cell-based reporter assay; IL-2 activation reporter assay, cell-based qHTS; stimulated with anti-CD3/CD4/CD28 beads; in transgenic mouse T cells; activation, % (series mostly up to about 46 µM); hit rate 0.065% among 360,000; in the data active means activation above about 50%; inconclusive means mostly about 30% to 49%; further: 0% is about no effect
#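 Unstimulated transgenic mouse T cells preincubated 60 min with compound, then stimulated with anti-CD3/anti-CD4-coated beads plus anti-CD28 for 18 h at 37 degrees C. IL-2 response read as EGFP and DsRed fluorescence by plate cytometry.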
# GLP-1R inv ag: inverse agonists of human GLP-1 receptor; HEK293 GLP-1R CRE-luciferase, luminescence, 24 h; GLP-1R form is constitutively active; Potency, µM (series often up to 38.3 µM), without a hit: top-dose activity change, negative = inhibition, most hits filed as inhibitors; hit rate 1.6% among 410,000; further: potency means the concentration at half of the fitted maximal effect; on the % scale 0 is the no-effect control and ±100 the full control effect; nearly all actives have a fitted effect of over 55% in size
# Target sequence (P43220 whole entry, looked up): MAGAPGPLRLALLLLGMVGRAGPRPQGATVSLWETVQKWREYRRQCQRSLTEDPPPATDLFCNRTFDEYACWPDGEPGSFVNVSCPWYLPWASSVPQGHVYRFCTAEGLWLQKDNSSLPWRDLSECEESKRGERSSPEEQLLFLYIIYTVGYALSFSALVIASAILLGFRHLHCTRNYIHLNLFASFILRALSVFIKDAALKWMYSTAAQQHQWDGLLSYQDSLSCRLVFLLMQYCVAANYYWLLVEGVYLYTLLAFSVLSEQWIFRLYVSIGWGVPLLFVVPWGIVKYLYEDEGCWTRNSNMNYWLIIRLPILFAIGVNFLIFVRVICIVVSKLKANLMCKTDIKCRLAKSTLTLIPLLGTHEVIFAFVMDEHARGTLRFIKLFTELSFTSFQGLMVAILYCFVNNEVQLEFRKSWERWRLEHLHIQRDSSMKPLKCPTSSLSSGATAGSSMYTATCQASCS
#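 Using stably transfected HEK293 (constitutively active GLP-1R, cAMP-luciferase reporter), compounds were incubated 24 hr and luciferase measured by luminescence.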
# EPAC1 agonist: activates human EPAC1 exchange factor | AID 720707 | hit rate 0.073% among 360,000 | Potency, µM (doses to about 154 µM), for inactives: at the top dose activation, usual class: activators | EPAC1 agonist qHTS, biochemical assay; response scale: 100% = response to 6.5 mM cAMP; further: potency means the concentration at half of the fitted maximal effect; nearly all actives have a fitted effect of over 60% in size
#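 Nucleotide exchange assay: 100 nM EPAC1 with 250 nM Rap1B loaded with BODIPY-GDP and 50 uM GDP, room temperature. Fluorescence (480/540 nm) read every 5 min for 30 min; signal change normalized to 6.5 mM cAMP as full agonist.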
# PLK1 PBD block: PLK1 (human) polo-box domain binding inhibition; AID 720504; Potency, µM, without a hit: max response, negative = inhibition, hits mostly inhibitors; hit rate 2.8% among 360,000; Plk1 PBD binding of FITC phosphopeptide, fluorescence polarization; further: potency means the concentration at half of the fitted maximal effect; series mostly up to about 57 µM; on the % scale 0 is the no-effect control and ±100 the full control effect; nearly all actives have a fitted effect of over 65% in size
# Target sequence (P53350 whole entry, looked up, the tested form may be a part): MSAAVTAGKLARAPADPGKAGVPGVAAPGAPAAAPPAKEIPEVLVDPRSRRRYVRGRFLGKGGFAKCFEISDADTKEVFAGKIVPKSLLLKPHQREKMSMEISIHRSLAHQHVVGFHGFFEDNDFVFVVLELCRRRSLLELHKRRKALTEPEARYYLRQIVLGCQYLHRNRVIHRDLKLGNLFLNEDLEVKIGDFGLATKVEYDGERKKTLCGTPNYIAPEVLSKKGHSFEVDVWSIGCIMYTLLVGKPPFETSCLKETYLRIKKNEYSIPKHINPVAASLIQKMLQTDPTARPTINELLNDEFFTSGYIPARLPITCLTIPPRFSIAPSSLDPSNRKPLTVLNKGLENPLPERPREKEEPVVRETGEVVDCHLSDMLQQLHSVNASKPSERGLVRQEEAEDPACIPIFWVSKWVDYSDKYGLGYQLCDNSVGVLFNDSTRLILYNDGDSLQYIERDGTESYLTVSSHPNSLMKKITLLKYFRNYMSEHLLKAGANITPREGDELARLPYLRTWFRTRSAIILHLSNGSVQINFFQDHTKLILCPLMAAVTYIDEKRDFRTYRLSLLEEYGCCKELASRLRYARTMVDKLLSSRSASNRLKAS
# PI5P4Ka inh: blocks human PI5P4K alpha kinase activity; max response, %; P48426; AID 652105; PI5P4Kalpha enzyme, ADP-Glo luminescence, 60 min; stronger effect = lower value; hit rate 1.2% among 330,000; active means max response of -50% or lower; inconclusive means between -30% and -50%; inactive means -30% or higher; further: value at the top dose of about 77 µM; on the % scale 0 is the no-effect control and ±100 the full control effect
#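 ADP-Glo luminescence end-point read after a 60 min room-temperature kinase reaction of PI5P4Kalpha plus substrate, initiated with ATP at 5 microM final. Buffer: 0.038 M HEPES pH 7.4, EGTA, 0.1% CHAPS, 5% DMSO.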
# GLP-1R agonist: activates the human GLP-1 receptor. P43220. HEK293 GLP-1R CRE-luciferase, luminescence, 4-6 h; cells express a hypersensitive GLP-1R form. Potency, µM (top dose mostly 45.6 µM), for the others: top-dose activation, actives largely listed as activators. hit rate 0.007% among 380,000. AID 624172; further: potency means the concentration at half of the fitted maximal effect; % of control where 0% means no effect
# GLP1R cytotox: cytotoxicity counter-screen for GLP-1 receptor inverse agonists; hit rate 0.13% among 410,000; HEK293 cAMP-luciferase reporter cells, luminescence, 24 h; Potency, µM (highest dose often 38.3 µM), for the others: top-dose activity change, negative = inhibition, usual class: inhibitors; AID 624418;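 further: loss of luciferase light is scored as toxicity; potency means the concentration at half of the fitted maximal effect; on the % scale 0 is the no-effect control and ±100 the full control effect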
#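 Here, cytotoxicity is scored as loss of luminescence. The MLSMR collection was tested on cells seeded in medium containing 10% Nu serum, with a 24 hr compound exposure preceded by 12 hours of culture.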
# An asterisk follows results filed as active; i = inactive; ? = inconclusive; · = not tested or not shown; & = joins results of further samples; [ ] = dose if it differs, or a comment. Unless noted, the call rests on the fitted dose curve; in most records, active means well fitted curve in the direction sought with a large enough effect; inconclusive means small, poorly fitted or top-dose-only effect, or another doubt; inactive means no such curve, though single readings can be large; an effect the other way counts as inactive or inconclusive. Only part of the results is shown; rates above refer to the full screens.
Molecule,PLK1 PBD block,PI5P4Ka inh,GLP-1R agonist,EPAC1 agonist,GLP1R cytotox,PTHR1 ag,IL-2 act,GLP-1R inv ag,EPAC1 antag
O=C(NCc1ccc(Cl)c(Cl)c1)c1cc(C2CCCCN2C(=O)OCCF)on1 (stereo not drawn),-1%,3,-5%,-3%,-4%,i,-0.3,?,0%
COc1cccc(/C=N/NC(=O)C(=O)NCc2cccnc2)c1,-6%,·,-4%,4%,3%,-24%[57.5 µM],-1.3,1%,5%
O=C(COc1ccccc1Br)N1CCNC1=O,1%,0,6%,-7%,3%,i,-0.3,6%,11%
O=S(=O)(c1cccc(F)c1)N1CCN(C(=S)NCc2ccccc2)CC1,0%,-3,0%,0%,1%,-7%,1.1,-19%,12%
O=c1cc(NC2CCCCCC2)[nH]c(=O)[nH]1,-2%,-1,1%,-2%,-4%,i,0.7,2%,6%
CCOc1ccccc1NC(=O)COC(=O)c1nc2nccc(C)n2n1,-3%,2,1%,6%,-1%,-2%,-0.6,-3%,17%
COc1ccc(CCNC(=O)Cc2nn(C)c(=O)c3ccccc23)cc1OC,-7%,5,19%,5%,7%,i,-1.8,14%,4%
CCOC(=O)C1(Cc2cccc(Cl)c2)CCCN(C(=O)c2cn[nH]c2)C1 (stereo not drawn),1%,-6,3%,-2%,-1%,-34%,-0.4,-11%,3%
Cc1ccc(CNC(=O)[C@H]2O[C@@H](n3ccc(N)nc3=O)[C@H](O)[C@@H]2O)o1,-2%,-8,-6%,-6%,-16%,?,0.5,26%,-11%
Cc1ccc(S(=O)(=O)N2CCN(C(=O)COC(=O)CCOc3ccc(C(C)(C)C)cc3)CC2)cc1,2%,-3,12%,3%,-3%,-33%[inhibitor],-0.5,?,-24%
Cc1ccc(CCNC(=O)C2CC(c3ccc(C(F)(F)F)cc3)=NO2)cc1 (stereo not drawn),7%,0,3%,2%,9%,i,-0.5,10%,2%
CCCc1ccc(C(=O)Cn2nc(C(=O)O)c3ccccc3c2=O)cc1,-16%,-10,19%,-3%,1%,-26%,-1.0,1%,?
Cc1cccc(N=C2NC(=O)/C(=C/C=C/c3ccco3)S2)c1,?,-67*,-2%,-6%,?,-1%,0.1,-24%,?
COC(=O)c1c(C)[nH]c(C(=O)OCC(=O)N2c3ccccc3NC(=O)C2(C)C)c1C,-8%,3,6%,1%,-4%,i,-0.7,2%,-6%
CCOC(=O)C1CCN(c2cc3c(cc2NC(=O)c2ccccc2Cl)n(C)c(=O)n3C)CC1,-4%,2,24%,1%,4%&2%,-15%&-17%,-0.3,-13%&-12%,-17%

# Following part
Molecule,PLK1 PBD block,PI5P4Ka inh,GLP-1R agonist,EPAC1 agonist,GLP1R cytotox,PTHR1 ag,IL-2 act,GLP-1R inv ag,EPAC1 antag
CNC(=S)Nc1cc(C(F)(F)F)ccc1Cl,9%,2,0%,-10%,0%,-3%,1.1,2%,-22%
Cc1ccc2c(c1)N1C(=O)c3ccccc3C1C1=C(CC(C)(C)CC1=O)N2 (stereo not drawn),-12%,-1,4%,-14%,8%,i,-2.7,-5%,-1%
Cc1ccc(NC(=O)C2CCN(S(C)(=O)=O)CC2)c(C)c1,-8%,1,-7%,-14%,13%,-7%,-0.1,-14%,-4%
O=C(CCC(=O)c1cccs1)Nc1nc2ccccc2s1,4%,?,8%,4%,-5%,-13%,3.6,-3%,-30%
CCN(Cc1ccncc1)Cc1ccc(OC)c(OC)c1,1%,8,4%,10%,5%,-1%,-0.1,9%,16%
O=C(NCC(=O)N(c1ccc(F)cc1)C(C(=O)NC1CCCCC1)c1ccncc1)c1ccco1 (stereo not drawn),2%,-13,8%,4%,-16%,i,-4.6,-25%,3%
Cc1ccsc1C(=O)OCc1nc2ccccc2c(=O)[nH]1,-4%,·,19%,2%,-6%,-11%,0.8,4%,13%
Cc1ccc(C(=O)O)cc1N1C(=O)c2cccc3c([N+](=O)[O-])ccc(c23)C1=O,?,?,-11%,-14%,62%[activator],-95%[inhibitor],3.2,6%,-22%
CCOc1ccc(/C=N/NC(=O)Cc2cccs2)cc1,2%,4,21%,6%,14%,-10%,-1.8,0%,3%
CC(=O)c1cccc(NCC(=O)Nc2cc(S(=O)(=O)N3CCCCC3)ccc2C)c1,-2%,-29,-5%,0%,0%,-35%[inhibitor],-6.5,-25%,4%
O=[N+]([O-])c1ccc(-c2cnc3ccccc3n2)cc1,-8%,1,16%,-2%,1%,-33%[inhibitor],0.5,57%[activator],11%
O=Cc1cccn1Cc1ccccc1[N+](=O)[O-],2%,1,-1%,3%,2%,-21%,-2.4,-9%,5%
O=C(COC(=O)c1cc([N+](=O)[O-])ccc1N1CCOCC1)c1ccc(Br)cc1,-18%,0,15%,-4%,?,-37%,2.7,?,-23%
CCc1nnc(NC(=O)CSc2nnc(-c3cc4ccccc4cc3O)n2CCOC)s1,2%,·,0%,12%,-7%,i,-0.5,-5%,-1%
COc1ccc(-c2nnc(SC(C(=O)c3c[nH]c4ccccc34)c3ccccc3)n2N)cc1OC (stereo not drawn),-13%,2,7%,19%,6%[1.53 µM],-4%,-0.9,?,-8%

# Only PTHR1 ag, for two of the compounds above:
compound	PTHR1 ag
Cc1ccc(NC(=O)C2CCN(S(C)(=O)=O)CC2)c(C)c1	-7%
CNC(=S)Nc1cc(C(F)(F)F)ccc1Cl	-3%

# (list continues)
Molecule,PLK1 PBD block,PI5P4Ka inh,GLP-1R agonist,EPAC1 agonist,GLP1R cytotox,PTHR1 ag,IL-2 act,GLP-1R inv ag,EPAC1 antag
Cc1ccccc1CN1C(=O)[C@@H]2Cc3c([nH]c4ccccc34)C(C)(C)N2C1=O,·,·,3%,-18%,·,i,0.9,·,-10%
CC1(C(=O)NS(=O)(=O)c2ccccc2Cl)CCN1C(=O)C1(c2ccc(Cl)cc2)CCC1 (stereo not drawn),0%,3,-8%,-9%,-13%,-26%,0.2,?,-21%
Cc1ccc(C)c(S(=O)(=O)N2CCN(C(=O)CNC(=O)c3sc4ccccc4c3Cl)CC2)c1,0%,2,-1%,10%,-20%,-2%,0.5,-17%,-18%
Cn1c(N)c(N2CCN(c3ccccc3)CC2)c(=O)[nH]c1=O,-5%,-1,3%,-7%,0%,7%,0.5,1%,-11%
COc1ccc(S(=O)(=O)N2CCN(C(=O)NCc3ccc(C)cc3)CC2)cc1,-2%,-7,17%,-4%,-10%,i,-1.9,2%,2%
CCc1ccc(OCC(=O)NNC(=O)c2cc(S(=O)(=O)N3CCOCC3)ccc2N2CCCC2)cc1,-6%,2,9%,13%,6%,-14%,0.1,19%,0%
Cc1csc(NC(=O)C(NC(=O)c2ccccc2F)C(C)C)n1 (stereo not drawn),-8%,4,6%,10%,-21%,-4%,-0.9,-8%,0%
Cc1ccc2c(c1C)NC(C)CC2C (stereo not drawn),?,-3,-2%,5%,-11%,-7%[57.5 µM],-0.5,-16%,-8%
Cc1cc(C)cc(-n2ncc3c2CCCC3NC(=O)C2(C(N)=O)CC2)c1 (stereo not drawn),-4%,4,-4%,-2%,9%,-20%,0.7,-12%,0%
COCCNc1nc2ccccc2n2cnnc12,-11%,11,6%,7%,1%,-1%,-0.5,48%[activator],16%
Clc1ccc(-c2nnc3ccccn23)cc1,-1%,-1,-2%,-2%,-1%,i,2.8,0%,-20%
Fc1ccc(Cn2c(-c3cscn3)nc3ccccc32)c(Cl)c1,-14%,5,2%,6%,0%,-36%[inhibitor],-1.9,19%,7%
CC(C)N1CCC(N2CCN(Cc3cc(F)ccc3-n3cccn3)CC2CCO)CC1 (stereo not drawn),-8%,5,9%,7%,9%,2%,1.6,-4%,4%
CC(NC(=O)COc1ccccc1)C(=O)NCc1ccccc1Cl (stereo not drawn),-4%,2,5%,8%,-4%,-17%,0.7,-23%,10%
CCN1CCCC1CNC(=O)C(=O)NCc1ccccc1 (stereo not drawn),-5%,0,-5%,10%,-4%,i,-3.3,?,-8%

# 4 compounds out of the list above, sorted by the number in GLP-1R agonist, falling.
SMILES,PLK1 PBD block,PI5P4Ka inh,GLP-1R agonist,PTHR1 ag,IL-2 act,GLP-1R inv ag,EPAC1 antag
CC(NC(=O)COc1ccccc1)C(=O)NCc1ccccc1Cl (stereo not drawn),-4%,2,5%,-17%,0.7,-23%,10%
Cc1ccc(C)c(S(=O)(=O)N2CCN(C(=O)CNC(=O)c3sc4ccccc4c3Cl)CC2)c1,0%,2,-1%,-2%,0.5,-17%,-18%
Cc1ccc2c(c1C)NC(C)CC2C (stereo not drawn),?,-3,-2%,-7%[57.5 µM],-0.5,-16%,-8%
CCN1CCCC1CNC(=O)C(=O)NCc1ccccc1 (stereo not drawn),-5%,0,-5%,i,-3.3,?,-8%

# Other results
Molecule,PLK1 PBD block,PI5P4Ka inh,GLP-1R agonist,EPAC1 agonist,GLP1R cytotox,PTHR1 ag,IL-2 act,GLP-1R inv ag,EPAC1 antag
CN(CCN1CCOCC1)C(=O)CC1C(=O)NCCN1Cc1ccccc1C(F)(F)F (stereo not drawn),-10%,3,-4%,-4%,-2%,i,-2.5,4%,19%
CCOc1ccc(C(=O)Nc2c3c(nn2-c2cccc(C)c2C)CS(=O)C3)cc1 (stereo not drawn),-2%,4,11%,-4%,5%,i,-0.4,-16%,3%
O=C(NCc1ccco1)c1ccc(OCC2CCCO2)cc1 (stereo not drawn),-4%,-2,4%,6%,-20%,i,-1.3,4%,3%
O=C(Nc1cccc(C(=O)Nc2ccc(Cl)cn2)c1)c1ccccc1,1%,-2,24%,11%,-16%,-1%,-0.3,-14%,12%
CCCCNC(=O)Nc1ccc(Br)cn1,-9%,1,33%,-3%,-9%,-14%[57.5 µM],1.3,?,6%
O=C(CSc1cccc2cccnc12)OCC(=O)c1ccccc1,21µM*,0,2%,7%,-29%,?,-2.9,?,-6%
Cc1ccc(OC(=O)CCNC(=O)c2ccccc2Cl)c(Br)c1,-9%,4,9%,0%,-2%,i,-0.5,2%,-11%
Cc1cc2c(c(=O)n1Cc1ccco1)C(c1cccnc1)C(C#N)=C(N)O2 (stereo not drawn),-2%,·,11%,0%,7%,-20%,-1.3,-9%,11%
Cn1nc(C(=O)NNC(=O)COc2ccccc2)c2ccccc2c1=O,1%,-5,-6%,-5%,-5%,-1%,-1.7,2%,-9%
